# Screening data (PubChem)
# TRAIL sens C8 – sensitizes caspase-8 expressing cells to TRAIL. AID 624354. 1% of 360,000 active. NB7+C8 cells + TRAIL, ATPlite viability luminescence. inhibition (viability loss, TRAIL sensitization), % at 10 µM;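 active = compounds causing at least 50% loss of cell viability in the single-dose screen, relative to plate controls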
# NCOA2 inhibitor – inhibits human steroid receptor coactivator 2; Q15596; HEK293 GAL4-SRC2 luciferase reporter, luminescence; inhibition, % at 9 µM; 0.17% of 370,000 active; AID 651957;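 active = inhibition above the mean inhibition of all tested compounds plus 3 SD, set per campaign, cut at about 52% in these data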;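 also: 0% = DMSO treated cells and 100% = cells given Gossypol at 36 µM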
# KKLEB tox – CF airway cell cytotoxicity counter-screen; KKLEB CF airway cells viability, ATPlite luminescence, overnight; stronger effect = lower value; cells stimulated with P. aeruginosa culture filtrate; 0.36% of 360,000 active; activity change (cytotoxicity), % at 5 µM;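 active = corrected activity change at or below -50% at 5 µM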
# LRH-1 inv ag – suppresses constitutive activity of human LRH-1 | inhibition, % at 3.6 µM | HEK293T StAR-luciferase reporter, LRH-1 transfected, 24 h | 0.13% of 360,000 active | AID 602396;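 active = inhibition above the mean inhibition of all tested compounds plus 3 SD, cut at about 73% in these data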;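 also: 0% = DMSO wells and 100% = reporter-only cells lacking LRH-1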
# EBV LMP1 NFkB – reduces LMP1-driven NF-kappaB luciferase signal | AID 504558 | LMP1-induced NF-kappaB luciferase reporter cells, luminescence | 0.69% of 350,000 active | inhibition, % at 12.5 µM; in the data active = inhibition above about 41%;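 also: 0% = neutral control wells and 100% = reference inhibitor control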
# CF NFkB inh – blocks PAF-induced NF-kB reporter in cystic fibrosis cells | KKLEB NF-kB-GFP reporter, GFP fluorescence overnight | inhibition, % at 5 µM | 0.86% of 360,000 active | AID 588850;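 active = at least 50% inhibition at 5 µM, scaled per plate between neutral and stimulator controls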;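 also: PAF is a Pseudomonas aeruginosa culture filtrate used as stimulus; plate controls were PAF-stimulated DMSO wells for no effect and unstimulated DMSO wells for full effect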
# SRC3 inh – human NCOA3 inhibition; AID 588352; inhibition, % at 3.6 µM; 0.17% of 360,000 active; HEK293 GAL4-SRC3 luciferase reporter, luminescence;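 active = inhibition above a per-campaign cutoff, the mean of all compounds plus 3 SD, cut at about 60% in these data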;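 also: 0% = DMSO-treated cells and 100% = gossypol-treated cells at 36 µM; higher means less SRC3-driven luciferase light from the GAL4 reporter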
# TWEAK-Fn14 inh – blocks TWEAK-Fn14 interaction in a reporter cell assay; TWEAK-stimulated Fn14 reporter cells, luciferase luminescence, 8 h; 2% of 360,000 active; inhibition, % at 10 µM; AID 1159606; in the data active = inhibition above about 50%
# COUP-TFII inh – NR2F2 (human) inhibition, primary screen. P24468. HEK293T NGFI-A luciferase reporter, luminescence. inhibition, % at 8.6 µM. 0.7% of 370,000 active. AID 686940;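 active = inhibition above a per-plate cutoff, mean inhibition of test wells between control levels plus 3 SD, cut at about 38% in these data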;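 also: cells cotransfected with COUP-TFII expression vector driving the NGFI-A reporter; 0% = median of COUP-TF2 test wells and 100% = reporter-only cells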
# TROY NFkB inh – TROY signaling inhibition. Q293 LMP1-TROYcd NF-kB luciferase reporter, 4 h. inhibition, % at 10 µM. 0.98% of 360,000 active. AID 1347056;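 active = compounds whose plate-normalised and pattern-corrected inhibition of the luciferase reporter signal at the single screening dose is 50% or more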
# NCOA1 inh – inhibits human SRC1 coactivator; Q15788; HEK293 GAL4-SRC1 luciferase reporter, luminescence; inhibition, % at 3.6 µM; 0.12% of 360,000 active; AID 588354;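 active = inhibition above the campaign mean plus 3 SD, with each screening campaign given its own cutoff, cut at about 60% in these data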;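 also: 0% = DMSO treated cells and 100% = gossypol at 36 µM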
# Starred values were filed as active, the others as inactive; . = no result given.
canonical_smiles,TRAIL sens C8,NCOA2 inhibitor,KKLEB tox,LRH-1 inv ag,EBV LMP1 NFkB,CF NFkB inh,SRC3 inh,TWEAK-Fn14 inh,COUP-TFII inh,TROY NFkB inh,NCOA1 inh
O=C(O)C1CCCN1C1=NS(=O)(=O)c2ccccc21 (configuration not stated),8.5,16.6,9.0,-21.9,-7.8,9.4,5.0,12.2,-26.4,0.2,12.2
CC(C)(C)NC(=O)Cn1c(SCC(=O)NC2CC2)nc2ccccc21,-6.8,-32.4,6.8,-6.1,-11.6,-3.5,13.6,20.7,7.1,13.8,-13.2
Cn1nc(C(=O)OCC(=O)Nc2ccccc2[N+](=O)[O-])c2ccccc2c1=O,15.9,-36.6,6.1,12.0,-4.5,4.1,2.3,0.3,-16.6,17.8,4.8
O=C(Nc1ccc(N2CCCC2)cc1)c1cccc(Cl)c1Cl,21.1,-49.0,16.4,-86.2,2.7,-8.6,-46.9,-5.2,-53.6,-12.9,-55.6
COc1ccccc1NC(=O)CSc1nnc(Cc2cccn2C)n1CCc1ccccc1,15.0,-6.7,4.2,7.1,1.2,9.1,5.6,3.1,8.9,17.4,-3.4
Cn1cnc([N+](=O)[O-])c1S(=O)(=O)Oc1ccccc1,36.8,-18.2,3.9,33.7,-12.3,42.1,-13.1,26.8,13.2,44.7,-13.6
COc1ccc(-c2csc3nc[nH]c(=O)c23)cc1,-3.9,-19.2,2.5,3.4,-11.4,8.5,-5.4,7.0,0.7,17.1,-20.5
NC(=O)CN(N=Nc1cccc([N+](=O)[O-])c1)c1cccc([N+](=O)[O-])c1,-5.3,6.7,-6.6,9.7,-0.3,-19.3,16.7,-13.1,-6.1,1.2,-18.5
CC(NC(=O)COC(=O)c1cc([N+](=O)[O-])ccc1N1CCOCC1)c1ccccc1 (configuration not stated),3.9,-0.7,10.3,-9.8,-16.9,-6.5,-5.7,-9.3,-34.8,10.1,3.3
O=C1Nc2ccccc2N(C(=O)c2ccc3ccccc3c2)C1c1nc2ccccc2[nH]1 (configuration not stated),58.2*,-7.1,.,-139.9,.,.,.,16.5,-99.4,-73.8,.
COc1ccccc1NC(=O)c1ccc(NC(=O)c2ccco2)cc1,-14.8,-1.1,11.1,-15.4,4.7,-30.7,10.8,4.5,-0.1,-18.7,-8.1
COc1ccc(-c2noc(-c3ccc4c(c3)OCO4)n2)cc1,45.4*,-25.9,-6.2,-45.0,-13.1,-17.3,-28.9,29.1,-39.0,-26.1,-52.6
CCOC(=O)Nc1ccc(=O)n(Cc2c(Cl)cccc2Cl)c1,3.4,-4.1,-4.7,6.5,-3.2,-11.0,25.8,2.7,2.5,6.5,2.3
COc1ccc(CCC2(C)NC(=O)N(C(C)C(=O)N3c4ccccc4CC3C)C2=O)cc1 (configuration not stated),0.7,13.8,-11.2,-9.1,-11.7,25.9,10.6,-4.5,2.0,-1.0,7.0
O=S1(=O)CC(N2CCC(c3ccccc3)CC2)CN1Cc1ccc(F)cc1 (configuration not stated),-6.0,-15.9,-8.8,6.7,.,17.6,20.6,-10.1,-1.0,16.4,2.7
OC1(C(F)(F)F)CC(O)(C(F)(F)F)n2nc(-c3ccccc3)cc2N1 (configuration not stated),-8.1,-29.1,10.3,-6.7,-2.4,-6.4,-11.4,7.7,12.9,-4.8,-10.4
CN(C)CCN(C(=O)c1ccc(S(=O)(=O)N(C)C)cc1)c1nc2cc3c(cc2s1)OCCO3,-9.4,-16.9,0.5,-49.4,0.6,-6.6,-29.6,-17.8,-17.1,-67.0,-63.4
O=C(CNC(=O)c1ccccc1)Oc1cccc(Cl)c1,-9.5,-22.1,-4.0,21.6,.,-7.6,-1.1,-14.5,9.5,-4.0,-2.5
O=C(O)c1cccc2c1C(=O)c1ccccc1-2,0.9,0.8,-2.4,9.8,-1.9,5.3,13.8,1.5,-0.7,0.0,-18.1
CCOC(=O)C1C(=O)NC(C)C1c1ccccc1 (configuration not stated),8.5,8.8,-6.7,-2.8,3.1,17.9,7.8,6.7,3.3,4.4,4.7
CCCCOC(=O)c1ccc(O)cc1,3.5,-27.5,7.4,-31.8,-3.2,12.1,-51.4,-2.3,-10.3,-49.2,-21.3
O=C(/C=C/c1ccccc1)NCCSc1ccc(Cl)cc1,-18.0,25.8,1.8,-24.1,0.7,10.6,-19.5,-23.2,4.2,16.8,-3.2
O=C1C2CCCN2C(c2cccc(F)c2)N1c1cccc(Cl)c1 (configuration not stated),-4.2,-10.1,-2.1,7.7,1.9,-7.1,8.8,14.3,11.9,1.5,-2.7
COc1cc(NS(=O)(=O)c2c(C(=O)N3CCOCC3)c(C)n(C)c2C)cc(OC)c1OC,4.4,-2.8,-3.0,3.5,2.2,17.0,2.5,-0.8,3.7,-20.2,12.3
COc1ccc(N2CCN(C(CNC(=O)C3CCCCC3)c3ccco3)CC2)cc1 (configuration not stated),-3.6,-12.5,24.0,9.7,-2.7,-14.3,7.0,5.2,-19.2,19.7,-5.8
CCOCCCN(C)C1CCN(C(=O)c2oc3ccccc3c2NC(=O)COc2ccc(F)cc2)CC1,7.3,-7.3,12.7,13.6,2.8,0.6,-2.1,-15.1,5.6,-4.6,-48.3
O=[N+]([O-])c1ccc2c(c1)CO[C@@]21O[C@H](CCO)C[C@H](O)[C@H]1O,3.6,-48.4,2.3,-2.3,.,-35.1,13.8,-19.2,-9.2,0.9,-40.9
Cc1ccc(NC(=O)CCCn2nc(C)c3c(C)n(-c4ccccc4)nc3c2=O)cc1C,21.5,12.4,0.8,1.6,6.0,2.6,9.6,3.0,-11.1,21.5,-1.1
CN1C(=O)C2(N=c3ccccc3=N2)c2ccccc21,-3.8,.,12.0,-16.0,0.5,-151.0,-1.7,-25.7,.,.,6.6
C[C@@H](CO)NC(=O)c1ccc2c3n(nc2c1)-c1ccc(Cl)cc1CO3,23.7,-75.2,-8.9,-141.3,-17.6,-40.2,-107.9,-23.3,-31.1,-35.5,-101.8
CC(C)(CNS(C)(=O)=O)SCc1ccc(Cl)cc1,-4.9,-1.8,4.3,13.6,-11.2,-2.1,5.9,-13.7,-7.2,11.2,6.5
Cc1cc(C)c2c(N)c(C(=O)Nc3ccccc3Br)sc2n1,8.5,-24.4,-2.5,-33.0,1.2,-16.7,-66.0,-53.7,-41.5,-19.3,-34.1
COc1cc2c(c(OC)c1OC)CC(=O)N(C)CC2,0.1,3.9,-0.8,14.3,7.6,2.5,-3.8,-7.3,-26.0,7.6,-10.2
CC1CCc2c(C(=O)OCC(=O)Nc3cccc(S(=O)(=O)N4CCCCCC4)c3)csc2C1 (configuration not stated),-4.4,-2.9,-1.7,8.3,-1.0,-2.2,-14.7,33.2,4.0,20.9,-10.9
Cc1nnc(N(C)C(=O)c2cccnc2)s1,5.4,-13.7,1.4,4.2,2.3,5.6,9.3,0.9,-9.0,-22.2,6.1
CCN1C(=O)C(CC(=O)Nc2ccc(Br)cc2)N(CCCc2ccccc2)C1=S (configuration not stated),24.2,-6.4,-2.9,-29.6,-10.5,0.6,17.0,21.1,-6.0,30.6,1.4
COc1ccccc1NC(=O)Nc1nc(CC(=O)Nc2ccc(OC)c(OC)c2)cs1,15.2,19.5,12.7,-8.1,-15.6,-26.5,-1.6,-7.5,-13.6,-22.0,9.3
O=C(C1=C[C@H](C2CC2)C[C@H](OCc2ccc(CO)cc2)O1)N1CCOCC1,3.9,-12.3,-6.2,24.0,-2.7,19.8,3.5,0.0,-12.0,-2.5,-6.9
CCOc1ccccc1CNC(=O)c1ccc2nc(N3CCOCC3)sc2c1,-1.6,-33.4,-15.3,5.1,-6.4,-18.7,-5.3,-14.4,-56.3,0.4,-18.9
Cc1ccc(Nc2ncccc2C(=O)NCc2cccs2)c(C)c1,-4.1,-13.7,0.7,-24.5,-4.5,0.8,10.0,14.6,-5.3,-40.0,-3.1
CC(C(=O)NCc1ccco1)n1cc(C(=O)c2ccco2)c2ccccc21 (configuration not stated),1.2,-15.8,-7.2,-2.8,-4.3,-0.1,-2.4,-11.6,-15.8,-7.8,10.8
COc1cc(/C=C(\C#N)c2nc3ccccc3o2)ccc1O,37.3,-26.5,-31.1,7.3,-3.6,-50.9,-15.9,34.3,-19.4,-4.3,-32.1
COc1ccc(C(CC(=O)c2ccccc2)CC(=O)c2ccccc2)cc1OC,-1.7,-11.1,-6.8,10.2,2.2,10.7,10.8,-9.3,-0.2,-2.1,-11.4
COc1ccc(C)cc1NC(=O)CCNS(=O)(=O)c1ccc2c(c1)CCC(=O)N2,8.3,19.1,-1.2,6.3,3.1,0.9,9.3,3.4,-19.2,-20.4,5.6
COc1ccc(CC(=O)Cc2ccc(OC)c(OC)c2)cc1OC,-6.9,-29.9,-2.5,23.1,-7.2,25.0,-17.7,-6.5,14.7,3.6,9.2
O=C(COC(=O)CCS(=O)(=O)c1ccc(Cl)cc1)NCCc1ccc(Cl)cc1Cl,1.1,-0.8,5.6,8.9,-1.0,-26.1,8.5,3.1,10.8,0.0,-0.5
CNc1c([N+](=O)[O-])ncn1C,-3.3,7.3,5.0,24.4,4.9,-11.1,2.9,-4.5,-25.6,1.5,-7.6
O=C(CSc1nncc(=O)[nH]1)Nc1cccc([N+](=O)[O-])c1,5.3,-10.2,6.0,42.9,-13.2,-12.5,-1.2,-18.5,6.8,22.4,10.7
CCN1C(=O)C2C(c3ccc(O)c(OC)c3)NC(C)(C(=O)OC)C2C1=O (configuration not stated),-8.2,15.1,-13.8,8.6,-12.4,17.2,-16.4,-1.6,4.8,-11.5,0.4
CC1CN(c2ccc(C(=O)c3ccccc3C(=O)O)cc2[N+](=O)[O-])CC(C)O1 (configuration not stated),-6.4,-15.1,8.0,-11.2,-0.1,-1.9,-3.8,-5.9,18.3,-2.7,-6.0
Fc1cc(NC(=S)NCc2ccc(CNC(=S)Nc3ccc(Cl)c(F)c3)cc2)ccc1Cl,11.6,5.9,-8.3,-14.5,0.5,37.9,-0.8,14.6,6.3,37.7,10.3
COCCNC(=O)CN(C(=O)Cn1nnc2ccccc21)c1ccccc1,-3.3,13.9,1.3,23.8,-0.6,-2.2,-3.5,-3.0,14.6,0.0,0.4

# In the list so far, 3 have an NH in an aromatic ring:
canonical_smiles,TRAIL sens C8,NCOA2 inhibitor,KKLEB tox,LRH-1 inv ag,EBV LMP1 NFkB,CF NFkB inh,SRC3 inh,TWEAK-Fn14 inh,COUP-TFII inh,TROY NFkB inh,NCOA1 inh
COc1ccc(-c2csc3nc[nH]c(=O)c23)cc1,-3.9,-19.2,2.5,3.4,-11.4,8.5,-5.4,7.0,0.7,17.1,-20.5
O=C1Nc2ccccc2N(C(=O)c2ccc3ccccc3c2)C1c1nc2ccccc2[nH]1 (configuration not stated),58.2*,-7.1,.,-139.9,.,.,.,16.5,-99.4,-73.8,.
O=C(CSc1nncc(=O)[nH]1)Nc1cccc([N+](=O)[O-])c1,5.3,-10.2,6.0,42.9,-13.2,-12.5,-1.2,-18.5,6.8,22.4,10.7
